HSP90 refold inh = blocks HSP90-mediated luciferase refolding in reticulocyte lysate; Rabbit reticulocyte lysate, luciferase refolding luminescence, 3 h; 0.91% of 290,000 active; AID 1789; inhibition, % at 5.6 µM;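 active = inhibition above the screen-wide mean plus 3 SD, computed separately per campaign, cut at about 16% in these data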;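 also: 0% = DMSO wells and 100% = 60 µM geldanamycin wells; inhibitors lower the luminescence because luciferase stays unfolded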
HSF1 activator = increases HSF-1 driven luciferase reporter signal. NIH3T3-HGL HSF-1 luciferase reporter, MG132, 8 h; 100% = twice DMSO control signal. activation, % at 9 µM. 1.7% of 300,000 active;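 active = mean replicate activation of at least 50% with a set share of replicates each reaching 50%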;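 also: 0% = median of the neutral control wells and 100% = twice that signal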
GSK3 alpha inh = inhibitors of human GSK-3 alpha kinase. ADP-Glo luminescence, 60 min. 0.1% of 320,000 active. inhibition, % at 10 µM. AID 2650. P49840;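 in the data active = inhibition above about 50%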;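 also: GST-tagged GSK-3 alpha with peptide substrate and 25 µM ATP; 0% = DMSO neutral wells and 100% = GW8510 positive control wells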
Target sequence (P49840 whole entry, looked up): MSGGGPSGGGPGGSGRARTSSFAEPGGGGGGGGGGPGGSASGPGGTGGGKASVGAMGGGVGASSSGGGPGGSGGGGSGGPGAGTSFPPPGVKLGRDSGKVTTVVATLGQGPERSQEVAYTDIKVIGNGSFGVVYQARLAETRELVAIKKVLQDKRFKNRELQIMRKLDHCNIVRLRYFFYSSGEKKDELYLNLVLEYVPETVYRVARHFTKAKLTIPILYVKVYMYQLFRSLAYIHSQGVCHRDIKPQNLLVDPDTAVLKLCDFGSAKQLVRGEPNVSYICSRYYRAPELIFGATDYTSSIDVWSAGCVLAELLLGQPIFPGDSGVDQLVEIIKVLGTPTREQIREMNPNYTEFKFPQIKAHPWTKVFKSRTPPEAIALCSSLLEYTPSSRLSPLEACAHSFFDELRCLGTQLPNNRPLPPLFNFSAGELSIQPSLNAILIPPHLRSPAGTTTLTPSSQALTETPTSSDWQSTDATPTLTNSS
KLF5 inhibitor = inhibitors of KLF5 expression | DLD-1 KLF5 promoter-luciferase reporter, luminescence | inhibition, % at 5 µM | 0.23% of 290,000 active;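 active = inhibition above a per-plate limit of that plate's mean compound inhibition plus 3 SD, cut at about 60% in these data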;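 also: 0% = DMSO wells and 100% = LY294002 at 200 µM; higher means less KLF5 promoter-driven luciferase light; inactives centre near -14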
IEC-6 tox = counter-screen for KLF5 inhibitors: cytotoxicity in IEC-6 cells | inhibition, % at 5 µM | 0.78% of 290,000 active | IEC-6 cytotoxicity, luminescence viability; in the data active = inhibition above about 22%;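 also: 0% = plate median of test compound wells and 100% = cytotoxic reference compound wells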
HSF1 inh = HSF1 inhibition; NIH3T3-HGL HSE-luciferase, MG132-induced, luminescence 8 h; stronger effect = lower value; activity change, negative = inhibition, % at 7.5 µM (by protocol); 0.77% of 300,000 active; AID 2098;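 active = more than half of replicate wells show activity change below -50%, luminescence cut by over half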;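 also: luciferase reports HSF-1 transcriptional activity via heat shock element; 0% = median of DMSO wells and -100% = zero luminescence signal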
GSK3B inh = inhibitors of human GSK3beta kinase; activity score (negative = inhibition), % at 10 µM; P49841; GST-GSK3beta kinase, ADP-Glo luminescence, 60 min; stronger effect = lower value; 0.038% of 300,000 active; AID 2097;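 active = more than half of replicate wells score below -50%, meaning over 50% inhibition versus plate controls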;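 also: 0% = median DMSO wells and -100% = median GW8510 positive control wells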
Target sequence (P49841 whole entry, looked up): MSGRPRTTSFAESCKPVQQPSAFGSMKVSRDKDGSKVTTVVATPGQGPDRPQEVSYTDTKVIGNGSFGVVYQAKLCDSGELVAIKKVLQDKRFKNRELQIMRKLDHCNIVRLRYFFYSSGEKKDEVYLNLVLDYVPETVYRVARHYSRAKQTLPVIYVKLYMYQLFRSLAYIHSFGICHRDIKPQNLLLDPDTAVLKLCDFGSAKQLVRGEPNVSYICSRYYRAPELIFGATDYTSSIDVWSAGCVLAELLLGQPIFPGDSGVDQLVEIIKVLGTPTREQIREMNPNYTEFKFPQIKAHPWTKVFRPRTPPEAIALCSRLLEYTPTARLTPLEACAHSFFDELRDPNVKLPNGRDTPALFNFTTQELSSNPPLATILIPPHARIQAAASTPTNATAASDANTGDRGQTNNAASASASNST
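test system = GST-tagged human GSK3beta kinase, cell-free | reagent = 25 µM ATP with peptide substrate | dosing = one dose of 10 µM per compound | schedule = 60 min reaction, RT | detection = luminescent ADP-Glo measurement of ADP formed | control set = DMSO neutral wells and GW8510 at 20 µM as positive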
AI-2 QS mod = modulates the Vibrio harveyi AI-2 quorum sensing system. Vibrio harveyi JMH597 AI-2 luminescence/OD600 ratio, 9 h; stronger effect = lower value; strain lacks LuxN and CqsS sensors; 0 = neutral-control median. 0.4% of 300,000 active. activity change, % at 7.5 µM; in the data active = activity change below about -75%, passing the limit was not always enough;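 also: luminescence divided by OD600 gain over 9 h not by final OD600 alone; inactives centre near 13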
HIF act = HIF pathway transcriptional activation; U2OS HRE-luciferase reporter, luminescence; normalized: DMSO 0%, desferrioxamine 100%; activation, % at 7.5 µM (by protocol); 0.32% of 300,000 active; AID 1910;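 active = mean activation of at least 10% of the iron chelator positive control signal, with at least half of replicates also reaching 10%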
aSyn UTR inh = MLPCN primary screen, SNCA 5' untranslated region; alpha-synuclein 5'UTR reporter, inhibitor activity; inhibition, % (tested at 7.5 µM); 0.82% of 300,000 active; AID 1813; in the data active = inhibition above about 60%;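 also: H4 neuroglioblastoma cells stably carrying SNCA 5'UTR luciferase fusion; 0% = DMSO wells and 100% = positive control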
Numbers without * were called inactive; / = no result given.

SMILES	HSP90 refold inh	HSF1 activator	GSK3 alpha inh	KLF5 inhibitor	IEC-6 tox	HSF1 inh	GSK3B inh	AI-2 QS mod	HIF act	aSyn UTR inh
Cc1cc(OCCCC(=O)NCCN2C(=O)S/C(=C\c3cccnc3)C2=O)ccc1Cl	1	-14	-1	-8	-1	-2	0	23	0.1	-5
CCCN(CC(=O)Nc1ccccc1C)C(=O)c1ccc(N2CCCCCC2)c([N+](=O)[O-])c1	-3	-1	0	-16	-2	2	2	7	0.0	-4
C[C@H]1[C@H]2c3nc4ccccc4n3C[C@H]1ON2C1CCCCC1	-2	-4	-3	15	4	4	2	4	0.3	5
CCOC(=O)c1ccc(NC(=O)CCNS(=O)(=O)c2ccc3c(c2)oc(=O)n3C)cc1	-1	-8	-7	3	3	-4	-15	5	-0.5	5
N#CCCN1CCn2c1nc1ccccc12	0	1	-1	-19	1	8	0	10	1.3	0
Cc1ccc(Nc2ncc3c(n2)CC(c2ccco2)CC3=O)c(C)c1 (stereo unspecified)	-2	30	0	3	-7	3	-4	-28	0.0	-1
O=C(N/N=C/c1cccnc1)c1ccc(Cn2cc([N+](=O)[O-])cn2)o1	-1	3	11	-8	6	8	1	23	0.0	6
ClC1CCCCC1n1nnc2ccccc21 (stereo unspecified)	/	-7	-2	/	/	2	-1	8	-0.1	-5
CCOC(=O)C1CCCN(CC(=O)c2c[nH]c3ccc(C)cc23)C1 (stereo unspecified)	2	28	1	-9	-4	8	1	32	0.0	25
COc1ccc(Br)cc1CNc1ccc(O)cc1	3	/	-1	-12	-4	/	/	/	/	/
COc1ccc(-n2c(C)cc(C(=O)CCl)c2C)cc1	4	5	2	-53	-2	-5	1	-87*	16*	65*
CCCCC(c1nnnn1CCOC)N1CCN(CC)CC1 (stereo unspecified)	-4	/	1	-37	4	/	/	/	/	/
Cc1nn(Cc2ccccc2)c(Cl)c1C(=O)NCCc1ccc(Cl)cc1	-3	43	/	-17	3	20	3	4	/	-18
CC(NC1CCN(Cc2ccccc2)CC1)c1ccc(F)cc1 (stereo unspecified)	3	-2	-1	0	-5	2	0	42	-0.9	-7
COc1ccc(-c2nnc(C)c3nocc23)cc1	1	-14	-1	-4	3	1	-2	14	-0.4	11
CCC(C)[C@H](NC(=O)[C@@H]1Cc2ccccc2CN1)C(=O)Nc1ccc2c(c1)OCO2 (stereo partly specified)	-1	77*	0	-47	-11	69	-1	30	2.1	-101
CC(=O)c1ccccc1NS(=O)(=O)c1c(C)nn(-c2ccccc2)c1C	-1	-10	1	-19	-1	0	-2	4	-0.3	19
CC(C)[C@@H](C(=O)NC1CC1)N1C(=O)N2CCc3c([nH]c4ccccc34)[C@@]2(C)C1=O	3	2	-2	6	1	5	3	3	0.1	10
N#CC1=C(SCC(=O)c2ccc(Cl)cc2)NC2=C(C(=O)CCC2)C1c1ccco1 (stereo unspecified)	/	16	0	/	/	4	2	13	4.2	-173
O=[N+]([O-])c1cc(Cl)ccc1N1CCN(c2ccccc2O)CC1	1	41	1	-1	1	15	2	11	0.1	-32
Cc1cc(=O)n2[nH]nnc2n1	1	1	-3	-29	-2	-3	2	15	-0.4	9
CC(C)(O)C(=O)NN(C(=O)c1ccccc1)c1ccc2ccccc2c1	-4	-10	0	-14	-1	-8	-8	-8	0.4	19
O=C1SC(SC(=Nc2ccccc2)Nc2ccccc2)C(=O)N1c1ccccc1 (stereo unspecified)	4	21	-1	-146	2	11	-2	13	2.5	-132
CN(c1ccc([N+](=O)[O-])cc1C(N)=O)C1CCCCC1	-3	-4	-2	0	-5	-4	-1	10	0.3	1
C=CCSc1nc2sc3c(c2c(=O)n1-c1ccc(C)cc1)CCN(C)C3	8	-25	0	-31	-6	-7	-1	23	-0.4	-17
COc1ccc([C@@H]2C[C@H]3CN(Cc4ccccc4OC)C(=O)[C@]34CCCN24)cc1C	0	-5	-4	-8	2	-4	-1	30	-0.1	0
C[C@H](C(O)c1ccccc1)N(C)C(=O)CN (stereo partly specified)	3	-2	-3	2	-2	-5	-27	14	0.2	-11
C(CCCN1CCCCC1)CCN1CCCCC1	/	10	-2	/	/	-3	0	22	-0.3	-3
CCCCn1c(N)c(N(CCOC)C(=O)CSc2nnc(C)n2-c2ccc(OC)cc2)c(=O)[nH]c1=O	/	3	1	/	/	-3	-3	11	-0.2	3
Cc1sc(-n2cccc2)c(C(=O)O)c1C	-3	-9	-3	-26	-6	-11	2	17	-0.2	-1
O=c1[nH]c(NCc2ccccc2)nc2c1CCCC2	-3	5	-2	-34	2	1	-3	1	0.2	-2
COc1ccc(S(=O)(=O)Nc2ccccc2C(=O)N2CCOCC2)cc1OC	-3	7	-3	-30	-3	-7	2	10	0.3	7
COc1ccc(CC(=S)N2CCOCC2)cc1	1	-9	-3	-9	-2	-4	-6	21	0.2	-17
COc1ccc(CCN(C)C(=O)c2oc3ccccc3c2C)cc1OC	/	2	-1	/	/	-9	-3	11	-0.1	20
COc1ccc(Cl)cc1S(=O)(=O)NC(C)C(=O)NCc1ccc2c(c1)OCO2 (stereo unspecified)	-2	25	2	-14	6	-2	0	6	0.3	9
CCOC(=O)CNC(=O)CSc1nc(N)cc(N)n1	2	31	-2	-3	-5	5	1	0	0.0	-9
COc1ccc(-c2[nH]ncc2-c2cscn2)c(O)c1	0	-24	-1	-17	2	-2	-1	21	-0.1	-4
CCCNC(=O)C(Sc1ccccc1)c1ccccc1 (stereo unspecified)	3	6	-3	-35	-4	1	3	14	/	-13
O=C(Nc1ccc2c(c1)CCC2)C1CCCN(c2ncccn2)C1 (stereo unspecified)	1	46	1	-51	-2	18	-1	3	3.0	-157
CCC(C(=O)NCCCN1CCN(CCCNC(=O)C(CC)c2ccccc2)CC1)c1ccccc1 (stereo unspecified)	1	0	-1	-18	-6	3	0	15	-23	6
c1ccc(Cn2c(-c3ccccc3)c[n+]3c2SCCC3)cc1	3	1	-5	-8	-4	-2	-5	14	0.0	-5
CC1CN(CC(=O)c2c(N)n(Cc3ccccc3)c(=O)n(C)c2=O)CC(C)O1 (stereo unspecified)	0	-10	3	-11	2	4	0	-5	-0.1	-4
C=CCn1c(SCC(=O)N(CCOC)c2c(N)n(CCCC)c(=O)[nH]c2=O)nnc1-c1ccc(Cl)cc1	/	23	/	/	/	6	0	2	-0.5	-1
C=CCC(C#Cc1ccccc1)[N+](C)(C)CC=C (stereo unspecified)	-1	0	1	-20	-1	1	3	3	-0.3	-7
Cc1c(C(=O)NCc2ccccc2F)oc2ccccc12	0	5	0	-55	5	8	-4	19	1.0	-3
CCN(CC)CCN1C(=O)C(=O)/C(=C(/O)c2c(C)[nH]c(C(=O)OC)c2C)C1c1cccs1 (stereo unspecified)	2	-5	1	-14	-2	-8	0	13	0.7	-20
Cc1nn(C(C)C)c(C)c1CN1CCCC(C(=O)c2cccc(OC(C)C)c2)C1 (stereo unspecified)	5	22	-3	-6	1	-5	6	20	-0.1	17
CCCCNS(=O)(=O)c1ccc2nc(-c3cccs3)cc(C(=O)NCC(OC)OC)c2c1	0	1	-1	10	-2	-6	-1	4	0.0	11
CC(=O)N1CCOc2ccc(S(=O)(=O)NCC3CCC(C(=O)NCCC(C)C)CC3)cc21 (stereo unspecified)	-8	-5	0	-21	-17	-3	2	13	0.3	7
O=C(NNC(=O)c1cnccc1C(F)(F)F)c1cccc(Cl)c1	4	-9	0	-8	3	-10	2	4	0.0	2
CC(=O)NC(CCS(C)(=O)=O)C(=O)Nc1cc(C)ccc1C (stereo unspecified)	-3	23	-1	4	1	-4	5	31	0.0	2
O=C1C2CC=CCC2C(=O)N1n1cnnc1 (stereo unspecified)	-1	-7	-1	-13	5	-15	1	5	-0.6	-14
COC(=O)c1cccc(NS(C)(=O)=O)c1	-3	1	-1	11	-3	-1	-2	21	-0.3	11
Cc1cccn2c1nc(=S)n2C(=O)c1ccco1	-4	22	-1	-34	-3	3	-2	2	2.8	-265
CCOC(=O)c1sc(=S)n(-c2ccc(C)cc2)c1N	6	-7	-1	5	-2	-1	-3	33	0.0	23
CC(C)c1ccc(CNCCCSc2ncccn2)cc1	-1	-3	0	-16	-3	-8	-1	1	-18	11
C=CCNC(=O)/C(C#N)=C/c1ccccc1OCc1ccc(C(=O)OC)cc1	3	4	-1	-25	-6	7	2	6	0.8	-59
C=CCN1CC(C)/C(=N\O)CC1C (stereo unspecified)	-2	4	-1	2	-2	-11	6	15	0.6	-4
CCNC(=O)COC(=O)/C=C/c1cccc([N+](=O)[O-])c1	3	7	0	-13	3	-5	-6	18	-0.2	-14
COc1ccc(NC(=O)N2CCCC2C(=O)NCC2CCCCC2)cc1 (stereo unspecified)	-1	40	8	-8	7	5	/	/	-35	2

The list continues.
SMILES	HSP90 refold inh	HSF1 activator	GSK3 alpha inh	KLF5 inhibitor	IEC-6 tox	HSF1 inh	GSK3B inh	AI-2 QS mod	HIF act	aSyn UTR inh
O=C(NCc1ccc(N2CCCC2=O)cc1)c1cc(COc2c(F)cccc2F)on1	4	30	9	-4	-2	7	0	3	-0.1	-17
CCc1ccc(C(=O)NCc2cccs2)s1	0	36	/	-66	6	26	-4	13	2.0	-63
CCC(=O)Nc1ccc(/C=C(\C(C)=O)C(=O)c2ccccc2)cc1	2	30	0	2	-7	11	1	15	1.3	-77
Cc1c(Cl)cccc1NC(=S)N(Cc1cccs1)C1CCCC1	2	4	-1	1	2	3	0	10	0.1	20
Cc1ccc(SCc2cc(=O)[nH]c(N3CCOCC3)n2)cc1	-2	10	-3	-33	0	1	2	11	0.2	30
O=C(NCc1ccccc1Cl)c1cccc(NC2=NC3CS(=O)(=O)CC3S2)c1 (stereo unspecified)	-2	10	4	-15	-1	-3	0	23	0.0	-19
Cc1cccc(N(C(=O)C(F)(F)F)C(C(=O)NC2CCCCC2)c2cccs2)c1 (stereo unspecified)	-3	16	4	-13	-4	11	-22	7	-0.2	20
Cc1nn(-c2ccccc2)c2[nH]c(=O)c(CNCCN3CCOCC3)cc12	2	-1	0	-25	-7	-3	1	19	0.3	7
O=C(O)c1c(C(=O)N2N=C3/C(=C/c4ccccc4)CCCC3C2c2ccccc2)cccc1[N+](=O)[O-] (stereo unspecified)	-2	-5	-5	7	3	-3	7	7	0.6	-37
CCCNS(=O)(=O)c1ccc(OCC(=O)N2CCC(C(=O)OCC)CC2)cc1	0	12	-2	10	3	4	1	52	-0.3	17

Grouped by structure, the compounds so far containing fluorine (five)
SMILES	HSP90 refold inh	HSF1 activator	GSK3 alpha inh	KLF5 inhibitor	IEC-6 tox	HSF1 inh	GSK3B inh	AI-2 QS mod	HIF act	aSyn UTR inh
CC(NC1CCN(Cc2ccccc2)CC1)c1ccc(F)cc1 (stereo unspecified)	3	-2	-1	0	-5	2	0	42	-0.9	-7
Cc1c(C(=O)NCc2ccccc2F)oc2ccccc12	0	5	0	-55	5	8	-4	19	1.0	-3
O=C(NNC(=O)c1cnccc1C(F)(F)F)c1cccc(Cl)c1	4	-9	0	-8	3	-10	2	4	0.0	2
O=C(NCc1ccc(N2CCCC2=O)cc1)c1cc(COc2c(F)cccc2F)on1	4	30	9	-4	-2	7	0	3	-0.1	-17
Cc1cccc(N(C(=O)C(F)(F)F)C(C(=O)NC2CCCCC2)c2cccs2)c1 (stereo unspecified)	-3	16	4	-13	-4	11	-22	7	-0.2	20

Assay outcomes as filed in PubChem BioAssay.
